A549 tox: Nrf2 qHTS screen for inhibitors: counterscreen for cytotoxicity; AID 504648, 2011; A549 ARE-Fluc cells, CellTiter-Fluor viability, 18-24 h; Potency, µM (series often up to 46 µM), for inactives: top-dose activity change, negative = cytotoxicity, actives largely listed as inhibitors; 390,000 compounds, 0.16% hits; note: potency is the fitted concentration of half-maximal effect; % is set by controls: 0 for no effect and ±100 for the full control effect
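A549 ARE_Fluc cells in 5% FBS OPTI-MEM were exposed to compounds in concentration-response for 18-24 h at 37 deg C. Viability was read by CellTiter-Fluor fluorescence (Ex 405/Em 525) after 30 min, before the luciferase read.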
HepG2 viability: qHTS for Inhibitors of TGF-b: Cytotox Counterscreen; HepG2 CAGA-GFP viability, ATP luminescence, 18 h; Potency, µM (highest dose often 46.1 µM), for inactives: at the highest dose activity change, negative = cytotoxicity, actives largely listed as cytotoxic; 410,000 compounds, 0.76% hits; note: potency is the fitted concentration of half-maximal effect; some results filed as inactive show a strong effect at the top dose
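HepG2 CAGA-GFP cells (1000/well, DMEM with 1% FBS) received compound, then TGF-beta at 500 pg/mL final, and were incubated 18 hours at 37 degrees C. Viability was read by CellTiter-Glo luminescence. Media-only wells were set as complete cell-killing and DMSO as no toxicity.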
TGFb inhibitor: qHTS for Inhibitors of TGF-b | HepG2 CAGA-GFP TGF-b/SMAD3 reporter, GFP fluorescence, 18 h; TGF-beta stimulated, 500 pg/mL final | Potency, µM (top dose mostly 46.1 µM), for inactives: at the highest dose activity, negative = inhibition, hits mostly inhibitors | 410,000 compounds, 1.2% hits | AID 588855, 2011; note: potency is the fitted concentration of half-maximal effect; % is set by controls: 0 for no effect and ±100 for the full control effect; nearly all actives have a fitted effect of over 65% in size
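Using HEPG2 CAGA-GFP reporter cells at 1000 cells/well, we pinned test compounds, stimulated with recombinant TGF-beta (500 pg/mL final) and measured total well GFP after 18 h.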
Akt phos inh: HTS Assay for Inhibitors of Akt Phophorylation: Primary Screen. Neuro2A IGF-stimulated pAkt S473 HTRF, 20 min; stronger effect = lower value. activity change, % for hits at 50 µM. 360,000 compounds, 0.32% hits. AID 651550, 2012; in the data active = activity change below about -80%; inconclusive = mostly about -51% to -80%; note: % is set by controls: 0 for no effect and ±100 for the full control effect
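Single-point screen (50 µM final compound) in Neuro2A cells stimulated 20 min with 6 nM IGF at 37 deg C. After lysis, Ser473-phosphorylated Akt read by HTRF (ex 330 nm, em 615/665 nm) as the 665/615 ratio.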
Nrf2 inh: Nrf2 qHTS screen for inhibitors; 360,000 compounds, 2.1% hits; AID 504444, 2011; Potency, µM (series often up to 46 µM), for the others: top-dose activity change, negative = inhibition, actives largely listed as inhibitors; A549 ARE-Fluc reporter, luciferase luminescence, 18-24 h; note: potency is the fitted concentration of half-maximal effect; % is set by controls: 0 for no effect and ±100 for the full control effect; nearly all actives have a fitted effect of over 60% in size
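Quantitative HTS in A549 cells stably bearing an antioxidant response element-firefly luciferase construct. Inhibition of Nrf2-driven transcription was scored by luminescence after 18-24 h of compound exposure at 37 °C.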
Abeta yeast res: qHTS for compounds that reverse cellular toxicity of Amyloid beta (A-beta) peptide in yeast: Primary Screen. yeast expressing A-beta42, growth rescue, OD600, 48 h; response scale: 0% DMSO, 100% iron-clioquinol control. Potency, µM (series often up to 46.1 µM), for the others: at the highest dose growth rescue, actives largely listed as activators. 410,000 compounds, 0.063% hits; note: potency is the fitted concentration of half-maximal effect; nearly all actives have a fitted effect of over 55% in size
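Yeast A-beta toxicity model in growth medium with pinned compounds, 48 h at 30 C; growth read as absorbance at 600 nm. Normalized to FeCl3/clioquinol equimolar mix (positive) and DMSO (negative).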
Nrf2 activator: qHTS of Nrf2 Activators; 410,000 compounds, 0.31% hits; Potency, µM (series often up to 46.1 µM), for inactives: top-dose activation, most hits filed as activators; AREc32 ARE-luciferase reporter (MCF7-derived line), luminescence, 24 h; AID 624171, 2012; note: potency is the fitted concentration of half-maximal effect; % of control where 0% means no effect; nearly all actives have a fitted effect of over 65% in size
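Quantitative high-throughput format: AREc32 reporter cells, 1000 per well, received compound by pin transfer and were incubated 24 hr at 37 deg C, 5% CO2, before Steady-Glo luminescence detection.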
CCT chaperon mod: High-Throughput Screening for Modulators of Cytosolic Chaperonin Activity | purified chaperonin ATPase assay, HTRF ADP detection, 30 min | activity change, % (no concentration beside the values), hits read low | 360,000 compounds, 0.3% hits; in the data active = activity change below about -30%; note: % is set by controls: 0 for no effect and ±100 for the full control effect
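Nucleotide hydrolysis assay: TRiC at 20–40 nM final (set by batch activity) with 10 uM ATP, 30 min at 37 °C, in presence of 76 uM compound. Detection by competitive ADP HTRF, 30 min ambient.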
Mm-Cpn inhibitor: Inhibitors of TCP-1 ring complex (TRiC) of Methanococcus maripaludis (MmCpn): qHTS | 330,000 compounds, 0.031% hits | AID 504842, 2011 | purified Mm-Cpn ATPase, ADP Transcreener TR-FRET | Potency, µM (doses to about 76.9 µM), without a hit: top-dose activity, negative = inhibition, actives largely listed as inhibitors | Chaperonin Mm-Cpn (Methanococcus maripaludis); note: potency is the fitted concentration of half-maximal effect; % is set by controls: 0 for no effect and ±100 for the full control effect; nearly all actives have a fitted effect of over 80% in size
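ATPase read-out: TR-FRET ADP immunoassay (anti-ADP Eu cryptate vs ADP-d2), ex 320 nm, em 590/665 nm; signal drops as ADP forms. Enzyme 25 nM, ATP 10 uM, 30 min at 37°C after 10 min compound preincubation.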
The depositor's hits bear a star; i = inactive; ? = inconclusive; / = no result given; & = joins results of further samples; [ ] = another dose, or the depositor's remark. Unless noted, calls come from the whole dose curve; as a rule, active = well fitted curve in the direction sought with a large enough effect; inconclusive = small, poorly fitted or top-dose-only effect, or another doubt; inactive = no such curve, though single readings can be large; an effect the other way counts as inactive or inconclusive.

SMILES	A549 tox	HepG2 viability	TGFb inhibitor	Akt phos inh	Nrf2 inh	Abeta yeast res	Nrf2 activator	CCT chaperon mod	Mm-Cpn inhibitor
CCCNC(=O)CCCN1C(=O)c2ccccc2Sc2ncccc21	-1%	11%	5%	i	3%	-5%	-0.2%	-2.1	0%
CCC(C(=O)NC1CCCC1)N(C(=O)Cn1nnc(-c2ccc(C)o2)n1)c1ccc(F)cc1 (stereo unspecified)	-10%	-28%	0%	i	?	-14%	-0.8%	-3.0	3%
Cc1cnc(C(=O)OCC(=O)Nc2cc(S(=O)(=O)N3CCCCC3)ccc2Cl)cn1	-6%	11%	15%	i	-6%	-9%	-0.2%	2.5	?
CCOC(=O)c1sc(NC(=O)c2cccc(S(=O)(=O)N3CCN(C)CC3)c2)cc1C	-13%	-21%	-8%	i	-28%	9%	2.7%	-12	-8%
Cc1cn(CC(=O)NCC2CCCO2)c(=O)[nH]c1=O (stereo unspecified)	6%	-14%	-3%	i	?	1%	2.3%	0.5	/
Cc1ccc(CN2CCC(CNC(=O)c3cc4ccc5cccnc5c4[nH]3)CC2)cc1	-26%	13µM*	?	/	?	-2%	15%	/	/
O=C(O)c1cc([N+](=O)[O-])c(NCCC2=CCCCC2)c([N+](=O)[O-])c1	-17%	-26%	-10%	i	-10%	?	4.1%	-1.4	2%
CCOC(=O)c1cnn(-c2ccc([N+](=O)[O-])cc2)c1N	-3%	7%	-1%	i	?	8%	3.3%	-0.8	2%
C=CCNC(=O)c1ccc2c(=O)n(Cc3ccccc3OC)c(=S)[nH]c2c1	-9%	-17%	6%	i	?	-5%	5.0%	0.8	-4%
CCCOc1ccc(/C=N/Nc2cccc([N+](=O)[O-])c2)c(O)c1	-10%	-27%	?	i	4%	-9%	13%	-3.6	-1%
CC(=O)Nc1ccc(C(=O)OCC(=O)N2CCN(C(=O)c3ccco3)CC2)cc1	0%	4%	-1%	i	-17%	6%	-0.1%	-1.5	0%
O=c1oc2ccccc2c(Nc2cccc3ccccc23)c1[N+](=O)[O-]	-22%	-25%	?	i	?	-19%	6.5%	-1.3	-3%
COC(=O)C1=C(C)NC(C)=C(C(=O)OC)C1c1ccc(OC(=O)c2oc3ccccc3c2C)c(OC)c1	1%	-1%	-8%	i	2%	6%	0.1%	-2.7	-11%
COc1ccc(Cc2nc3ccccc3[nH]c2=O)cc1	2%&1%	2%&-15%	15%&-1%	i	5%	-14%&-8%	-0.7%&0.4%	-0.9	-1%
CC(=O)Cc1nsc(NC(=O)c2ccc(COc3ccccc3C)o2)n1	1%	0%	1%	i	?	2%	-0.5%	0.5	-1%
Cc1ccccc1NCCC(=O)Nc1ccc(Cl)cc1	5%	-25%	-1%	i	?	25%	0.0%	1.3	-1%
CCN1CCN(C(=O)CS(=O)(=O)Cc2nc(-c3ccccc3C)oc2C)CC1	-1%	-8%	0%	i	-7%	-10%	-0.1%	0.8	3%
Cc1cccc(-n2nnc(C(=O)NCc3ccccc3Cl)c2N)c1	8%	-9%	12%	i	-3%	1%	0.3%	0.6	1%
COc1ccc(NC(=O)CCN2C(=O)C3C4CCC(C4)C3C2=O)cc1 (stereo unspecified)	-3%	9%	19%	i	18%	-9%	0.0%	-0.4	-1%
O=C(COC(=O)/C=C/c1ccc(Cl)cc1Cl)NCc1ccco1	4%	-35%	3%	i	-1%	-15%	15%	-2.1	1%
COC(=O)C1CCN(S(=O)(=O)Cc2ccccc2)CC1	0%	-1%	-1%	i	9%	-11%	-0.1%	0.8	1%
N#Cc1sc2nc(-c3cccs3)cc(-c3ccc(Cl)cc3)c2c1N	17%	-5%	2%	i	-17%	-6%	2.8%	-3.9	0%
Cc1cccc(S(=O)(=O)Nc2ccc(-n3c(C)nc4ccccc4c3=O)cc2)c1	-10%	-21%	2%	i	-22%	-11%	-0.8%	0.9	?
Cc1ccc2[nH]c(=O)c(CN(Cc3cccs3)C(=S)NCc3ccco3)cc2c1	-4%	-3%	-5%	i	-22%	-5%	-0.2%	-2.2	-10%
COc1ccc(NC(=S)N2CCC(C(=O)N3CCCCCC3)CC2)cc1	-1%	9%	?	i	0%	3%	-0.5%	-8.0	1%
COc1ccc(OC)c2[nH]c(=O)c(CCNC(=O)c3ccc(S(=O)(=O)N4CCCC4)cc3)cc12	-7%	-13%	-21%	i	?	-11%	-0.3%	-4.5	-18%
Cc1cccnc1NC(=O)c1ccc(COc2ccccc2)o1	0%	14%	2%	i	-3%	6%	0.4%	-0.9	0%
CCOC(=O)Cn1c(=O)oc2cc(S(=O)(=O)Nc3ccc(F)cc3)ccc21	-7%	-81%	?	i	1%	-3%	0.2%	-2.7	0%
CCc1ccccc1C1C(=O)c2ccccc2C1=O	-12%	-30%	5%	i	3%	-4%	8.1%	-1.7	/
Cc1cc(C)c(NC(=O)CCS(=O)(=O)c2cc3c(cc2Cl)NC(=O)CO3)c(C)c1	13%	-8%	-10%	/	-2%	-18%	-1.4%	/	/
Cc1ccc2cccc(Oc3ncnc4scc(-c5ccc(Cl)cc5)c34)c2n1	-5%	6%	?	i	-7%	0%	2.1%	-6.0	-3%
O=C(CN1C(=O)C2C3C=CC(C3)C2C1=O)Nc1cccc(S(=O)(=O)N2CCCC2)c1 (stereo unspecified)	6%	3%	2%	i	7%	29%	-0.3%	1.9	1%
O=S(=O)(Nc1cc(Cl)cc(Cl)c1)N1CCOCC1	2%	2%	6%	i	?	18%	0.0%	-1.7	0%
Cc1ccccc1NC(=O)Cc1nnc(SCC(=O)N2CCN(c3ccccc3)CC2)n1C	-2%	14%	-35%	/	-20%	5%	0.0%	-2.7	1%
Cc1cc2c(n1-c1ccc(Cl)cc1)CC(C)(C)CC2=O	12%	-17%	-32%	i	10%	-34%[inhibitor]	0.3%	0.1	0%
COC(=O)c1ccc(CNC(=O)C(Cc2ccccc2)NC(=O)c2ccccc2)cc1 (stereo unspecified)	/	1%	-2%	i	/	2%	-2.4%	0.7	/
Cc1cc(NC(=O)c2sc3ccccc3c2O)no1	-2%	6%	4%	i	?	-25%	1.9%	-0.4	-6%
COC(=O)Cn1c(O)c(N=NC(=O)c2ccc3c(c2)OCO3)c2ccccc21	5%	4%	4%	i	9%	-10%	2.0%	2.6	-5%
Cc1ccc(/C=N/NC(=O)CN2CCN(Cc3ccccc3)CC2)o1	-1%	-9%	-20%	i	-5%	2%	2.0%	-1.0	1%
Cc1ccc(OCc2nnc(SCc3cc(=O)[nH]c4ccccc34)n2-c2ccccc2)cc1	4%	-15%	?	i	?	-6%	3.8%	-10	0%

Profiles as entered above. Screens in order: A549 tox, HepG2 viability, TGFb inhibitor, Akt phos inh, Nrf2 inh, Abeta yeast res, Nrf2 activator, CCT chaperon mod, Mm-Cpn inhibitor
`COc1ccc(NC(=S)N2CCC(C(=O)N3CCCCCC3)CC2)cc1` is listed as -1%, 9%, ?, i, 0%, 3%, -0.5%, -8.0, 1%
`CCc1ccccc1C1C(=O)c2ccccc2C1=O` is listed as -12%, -30%, 5%, i, 3%, -4%, 8.1%, -1.7, /
`Cc1cc(C)c(NC(=O)CCS(=O)(=O)c2cc3c(cc2Cl)NC(=O)CO3)c(C)c1` is listed as 13%, -8%, -10%, /, -2%, -18%, -1.4%, /, /

Carrying on:
SMILES	A549 tox	HepG2 viability	TGFb inhibitor	Akt phos inh	Nrf2 inh	Abeta yeast res	Nrf2 activator	CCT chaperon mod	Mm-Cpn inhibitor
COc1ccc(C(=O)c2c3ccccc3[n+]([O-])n2CCC(N)=O)cc1	-26%	-4%	-3%	i	-5%	-6%	-0.3%	-2.4	-7%
O=C(NCCCN1CCOCC1)C(=O)NCC1CCCO1 (stereo unspecified)	-3%	1%	9%	i	13%	10%	0.4%	-1.9	0%
O=c1cc(CSc2nnc(-c3cccnc3)n2-c2ccccc2F)nc2sccn12	2%	-1%	-1%	i	-7%	7%	-0.5%	0.7	-4%
CCCCN(CC)Cc1ccc(CNS(=O)(=O)c2cc3c(cc2Cl)NC(=O)CO3)o1	6%	-14%	-11%	/	/	-12%	0.7%	/	/
Cc1cc(C(=O)NNC(=O)CCCOc2ccccc2)c(C)o1	0%	6%	7%	i	8%	-1%	0.6%	0.9	-1%
O=C(COC(=O)c1ccc(Cl)nc1)NCc1cccs1	-1%	1%	1%	i	-9%	-8%	-0.5%	-0.2	-2%
Cc1oc(-c2ccc(Cl)cc2)cc1C(=O)/C(C#N)=C/Nc1ccccc1	-12%	6%	13%	i	13%	3%	7.5%	-6.7	-2%
Cc1ccc(OCc2ccc(C(=O)Nc3ccc(S(N)(=O)=O)cc3)o2)cc1	2%	-8%	?	i	7%	6%	2.9%	-2.5	1%
COC(=O)c1oc2ccc(Br)cc2c1-n1cccc1	2%	-10%	15%	i	6%	0%	10%	-2.0	-4%
C#CCn1c2ccccc2c(=O)n1C(C)C	/	-8%	7%	i	/	-19%	1.1%	0.3	/
CC(Cc1ccccc1)C(=O)Nc1ccc(Br)cc1 (stereo unspecified)	5%	-2%	20%	i	-28%	-7%	4.7%	0.5	0%
Cc1cnc(CNC(=O)c2csc([C@H]3C[C@H](O)[C@@H](CO)O3)n2)cn1	/	4%	17%	i	/	16%	-0.4%	-1.2	/
O=C1c2ccc(-c3nc4ccccc4o3)cc2C(=O)N1Cc1ccccc1	9%	12%	-15%	i	1%	-25%	-0.2%	-1.2	/
Cc1ccc(P(=Nc2ccccc2)(N2CCOCC2)N2CCOCC2)o1	-8%	-3%	22%	i	6%	6%	2.1%	-0.3	1%
